# Screens from PubChem BioAssay.
# TrxR1 substrate: qHTS Assay for Substrates of Mammalian Selenoprotein Thioredoxin Reductase 1 (TrxR1): qHTS. Thioredoxin reductase 1, cytoplasmic (Rattus norvegicus), O89049. purified TrxR1 substrate turnover, NADPH consumption readout. Potency, µM (top dose mostly 114 µM), inactives show at the highest dose activity change, negative = substrate turnover. 0.01% of 390,000 active; further: potency means the concentration at half of the fitted maximal effect; on the % scale 0 is the no-effect control and ±100 the full control effect; nearly all actives have a fitted effect of over 50% in size
#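 Rat TrxR1, dispensed at 90 nM, was prereduced with 400 uM NADPH (final) for 5 min at ~22 deg C, then incubated with compound 15 min before 400 uM selenite. A first-read NADPH fluorescence drop versus no-compound background flagged substrates.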
# HP1b binding inh: HTS for Inhibitors of HP1-beta Chromodomain Interactions with Methylated Histone Tails; Chromobox protein homolog 1 (Homo sapiens), P83916; AlphaScreen HP1-beta / biotin-H3K9me3 peptide binding; Potency, µM (series often up to 114 µM), for the others: at the highest dose activity change, negative = inhibition, usual class: inhibitors; 0.56% of 390,000 active; further: potency means the concentration at half of the fitted maximal effect; nearly all actives have a fitted effect of over 70% in size; inactives centre near 23
#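 AlphaScreen: HP1-beta (50 nM) preformed 30 min with biotin-H3(1-18)K9me3 peptide (50 nM) in PBS pH 7.4, 0.01% Tween-20. Compound added for 30 min at RT, then streptavidin donor/nickel chelate acceptor beads (10 ug/mL) for 30 min.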
# mIDH1 inhibitor: qHTS for Inhibitors of mutant isocitrate dehydrogenase 1 (IDH1): qHTS; Isocitrate dehydrogenase [NADP] cytoplasmic (Homo sapiens), O75874; IDH1-R132H enzyme, NADPH consumption, diaphorase/resazurin fluorescence; Potency, µM (top dose mostly 76.6 µM), without a hit: at the top dose activity change, negative = inhibition, most hits filed as inhibitors; 0.093% of 390,000 active; AID 602179, 2012; further: potency means the concentration at half of the fitted maximal effect; on the % scale 0 is the no-effect control and ±100 the full control effect; nearly all actives have a fitted effect of over 65% in size
# Target sequence (O75874 whole entry R132H, stated change not applied): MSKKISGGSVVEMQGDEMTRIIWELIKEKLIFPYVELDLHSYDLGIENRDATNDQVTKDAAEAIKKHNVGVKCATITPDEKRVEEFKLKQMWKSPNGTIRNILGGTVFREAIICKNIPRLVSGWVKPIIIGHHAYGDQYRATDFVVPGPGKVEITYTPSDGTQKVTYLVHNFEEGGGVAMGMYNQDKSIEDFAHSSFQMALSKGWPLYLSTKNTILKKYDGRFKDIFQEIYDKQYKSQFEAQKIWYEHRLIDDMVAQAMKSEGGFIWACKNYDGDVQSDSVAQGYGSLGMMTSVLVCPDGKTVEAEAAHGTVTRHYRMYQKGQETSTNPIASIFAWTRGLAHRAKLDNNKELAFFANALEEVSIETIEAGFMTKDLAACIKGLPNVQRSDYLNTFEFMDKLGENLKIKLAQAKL
#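 IDH1-R132H (0.5 ug/mL dispensed) in pH 7.5 Tris buffer was preincubated 30 min with compound, then given a substrate mix of 0.016 mM NADPH and 2 mM alpha-KG for 80 min at room temperature; remaining NADPH was read by diaphorase/resazurin fluorescence.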
# Tb PGK inh: qHTS Assay to Find Inhibitors of Phosphoglycerate Kinase. Phosphoglycerate kinase, glycosomal (Trypanosoma brucei brucei), P07378. PGK/GAPDH coupled, Kinase-Glo luminescence, 60 min. Potency, µM (highest dose often 57.5 µM), for the others: at the highest dose activity change, negative = inhibition, most hits filed as inhibitors. 0.043% of 380,000 active. AID 602233, 2012; further: potency means the concentration at half of the fitted maximal effect; on the % scale 0 is the no-effect control and ±100 the full control effect; nearly all actives have a fitted effect of over 60% in size
#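 Luminescent ATP detection (Kinase-Glo Plus) follows a 60-minute room-temperature incubation, with wells lacking PGK as controls. Buffer: 100 mM TEA (pH 7.6), 5 mM MgCl2, 0.01% Tween-20. Coupling enzyme GAPDH (100 nM final) supplies unstable 1,3-BPG in-well.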
# GLS inh: qHTS for Inhibitors of Glutaminase (GLS); Potency, µM (titrated, usually from 45.5 µM), for the others: at the top dose activity change, negative = inhibition, actives largely listed as inhibitors; GLS enzymatic activity, qHTS titration; Glutaminase kidney isoform, mitochondrial (Homo sapiens), O94925; 0.21% of 410,000 active; AID 624170, 2012; further: potency means the concentration at half of the fitted maximal effect; on the % scale 0 is the no-effect control and ±100 the full control effect
#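 Glutamate formation by hKGA was monitored fluorometrically using coupled glutamate oxidase, HRP and Amplex Red. Substrate was added as 1 mM L-glutamine solution; incubation was 30 min at RT after an initial read.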
# USP1 inh: Inhibitors of USP1/UAF1: Primary Screen; recombinant USP1/UAF1, Ub-Rhodamine cleavage fluorescence; 0.23% of 390,000 active; Potency, µM (highest dose often 57.1 µM), without a hit: at the top dose activity change, negative = inhibition, usual class: inhibitors; further: potency means the concentration at half of the fitted maximal effect; on the % scale 0 is the no-effect control and ±100 the full control effect; nearly all actives have a fitted effect of over 60% in size; inactives centre near -12
#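 USP1/UAF1 complex at 1 nM was preincubated with compound for 15 min at room temperature, then Ub-Rho substrate (150nM final) was added. Fluorescence (480/540 nm) was read kinetically, 6 reads every 60 seconds.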
# TrxR1 inh: qHTS Assay for Inhibitors of Mammalian Selenoprotein Thioredoxin Reductase 1 (TrxR1): qHTS; Thioredoxin reductase 1, cytoplasmic (Rattus norvegicus), O89049; recombinant rTrxR1, NADPH fluorescence consumption, selenite substrate; Potency, µM (series often up to 114 µM), inactives show at the highest dose activity change, negative = inhibition, hits mostly inhibitors; 1% of 390,000 active; further: potency means the concentration at half of the fitted maximal effect; on the % scale 0 is the no-effect control and ±100 the full control effect; nearly all actives have a fitted effect of over 65% in size
#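 Rat TrxR1 (90 nM in the dispensed reagent) was pre-reduced with 400 uM NADPH for 5 min at room temperature, then incubated with compound for 15 min. After 400 uM selenite was added, NADPH fluorescence (Ex 340/Em 450 nm) was followed for 8 min.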
# Pin1 inhibitor: qHTS Assay to Find Inhibitors of Pin1; 0.009% of 390,000 active; AID 504891, 2011; Pin1 FP peptide displacement, HiFluor488, 10 min; Potency, µM (highest dose often 115 µM), for inactives: at the highest dose activity, negative = inhibition, actives largely listed as inhibitors; Peptidyl-prolyl cis-trans isomerase NIMA-interacting 1 (Homo sapiens), Q13526; active means well fitted inhibition curve with a large enough effect in the polarisation, with a control signal flat, not every such curve was filed as active; inconclusive means small, poorly fitted or top-dose-only effect, or effect the other way, or a change in a side signal; inactive means no such curve, though single readings can be large or run the other way; the % refers to the polarisation; further: potency means the concentration at half of the fitted maximal effect; on the % scale 0 is the no-effect control and ±100 the full control effect
# Target sequence (Q13526 whole entry, looked up): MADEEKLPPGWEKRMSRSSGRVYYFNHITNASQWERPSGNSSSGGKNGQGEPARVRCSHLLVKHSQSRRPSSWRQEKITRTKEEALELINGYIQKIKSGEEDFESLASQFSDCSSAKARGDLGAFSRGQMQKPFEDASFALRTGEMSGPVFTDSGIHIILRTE
# PI4K2A inh: qHTS for small molecular inhibitors of PI4K2A | Phosphatidylinositol 4-kinase type 2-alpha (Homo sapiens), Q9BTU6 | activity change, negative = inhibition, % at 76.9 µM | 0.13% of 420,000 active | purified PI4K2A, ADP-Glo luminescence, 1 h; active compounds read low; in the data active means activity change below about -50%; inconclusive means mostly about -30% to -49%;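 further: -100% = wells without enzyme as full effect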
# Target sequence (Q9BTU6 whole entry, looked up): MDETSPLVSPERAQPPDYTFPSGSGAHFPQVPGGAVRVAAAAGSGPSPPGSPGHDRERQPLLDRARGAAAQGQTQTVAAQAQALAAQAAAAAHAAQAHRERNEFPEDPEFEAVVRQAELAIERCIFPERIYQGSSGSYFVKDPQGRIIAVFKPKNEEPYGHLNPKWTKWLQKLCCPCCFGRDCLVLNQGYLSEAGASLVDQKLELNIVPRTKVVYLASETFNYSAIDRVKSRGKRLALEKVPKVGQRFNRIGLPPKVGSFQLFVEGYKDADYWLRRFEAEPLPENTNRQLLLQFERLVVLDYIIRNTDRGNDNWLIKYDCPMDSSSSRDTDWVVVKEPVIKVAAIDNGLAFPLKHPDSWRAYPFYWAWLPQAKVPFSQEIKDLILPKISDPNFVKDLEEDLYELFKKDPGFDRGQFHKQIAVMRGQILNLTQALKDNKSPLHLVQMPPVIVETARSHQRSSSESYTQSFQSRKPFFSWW
#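 PI4K2A activity was measured by ADP-Glo luminescence: enzyme (4 ug/mL stock) and phosphatidylinositol (1.2 mM stock) in Tris pH 7.5/MgCl2/EGTA/Triton X-100 buffer were reacted with ATP (300 microM stock) for one hour at ambient temperature.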
# Numbers without * were called inactive; i = inactive; ? = inconclusive; / = no result given; [ ] = dose if it differs, or a comment. Unless noted, the call rests on the fitted dose curve; in most records, active means well fitted curve in the direction sought with a large enough effect; inconclusive means small, poorly fitted or top-dose-only effect, or another doubt; inactive means no such curve, though single readings can be large; an effect the other way counts as inactive or inconclusive. A portion of the library. The share of hits here may be higher or lower than overall.
SMILES,TrxR1 substrate,HP1b binding inh,mIDH1 inhibitor,Tb PGK inh,GLS inh,USP1 inh,TrxR1 inh,Pin1 inhibitor,PI4K2A inh
CC(O)c1c(OCc2ccccc2)ncnc1OCc1ccccc1 (centres undefined),-11%,50%[activator],2%,1%,2%,0%,-22%,?,0
Cc1cccc(NS(=O)(=O)c2ccc(-c3ccc(=O)[nH]n3)o2)c1,-5%,62%[activator],0%,-2%,4%,-23%,-17%,-8%,4
O=C(c1cc(Cl)ccc1[N+](=O)[O-])N1CCc2ccccc2C1,-9%,13%,3%,-4%,0%,-19%,-9%,-3%,-3
CC(CC(=O)O)CC(=O)Nc1ccc(S(N)(=O)=O)cc1 (centres undefined),-4%,32%,14%,i,3%,-14%,8%,-3%,5
COc1ccccc1NC(=S)N(Cc1ccc(C)cc1)Cc1cccnc1,-9%[57.1 µM],4%,6%,-2%,-7%,-9%,16%[57.1 µM],3%,-6
Cc1ccsc1CN(C)C(=O)c1ccc(Oc2ccccc2)cc1,-4%[57.1 µM],51%[activator],2%,-4%,?,-24%,-3%[57.1 µM],-1%,-13
Cc1cc(-c2cc(C(=O)O)c3ccccc3n2)c(C)s1,0%,20%,-4%,8%,2%,-1%,2%,-1%,6
O/N=C(\c1ccccc1)C(O)c1ccccc1 (centres undefined),-2%,4%,5%,-4%,0%,-5%,15%,-1%,1
CCN(CC)c1nc2c(c(=O)[nH]c(=O)n2C)n1CCCc1ccccc1,-14%,22%,-14%,-7%,-2%,-11%,-3%,-3%,-11
NC(CO)(CO)COCc1ccccc1,0%,53%[activator],-9%,-9%,-10%,-23%,-4%,2%,-1

# Arranged by value in TrxR1 substrate (rising): 6 from the list above
SMILES,TrxR1 substrate,HP1b binding inh,mIDH1 inhibitor,Tb PGK inh,GLS inh,USP1 inh,TrxR1 inh,Pin1 inhibitor,PI4K2A inh
CCN(CC)c1nc2c(c(=O)[nH]c(=O)n2C)n1CCCc1ccccc1,-14%,22%,-14%,-7%,-2%,-11%,-3%,-3%,-11
O=C(c1cc(Cl)ccc1[N+](=O)[O-])N1CCc2ccccc2C1,-9%,13%,3%,-4%,0%,-19%,-9%,-3%,-3
Cc1cccc(NS(=O)(=O)c2ccc(-c3ccc(=O)[nH]n3)o2)c1,-5%,62%[activator],0%,-2%,4%,-23%,-17%,-8%,4
CC(CC(=O)O)CC(=O)Nc1ccc(S(N)(=O)=O)cc1 (centres undefined),-4%,32%,14%,i,3%,-14%,8%,-3%,5
O/N=C(\c1ccccc1)C(O)c1ccccc1 (centres undefined),-2%,4%,5%,-4%,0%,-5%,15%,-1%,1
Cc1cc(-c2cc(C(=O)O)c3ccccc3n2)c(C)s1,0%,20%,-4%,8%,2%,-1%,2%,-1%,6

# Further entries follow.
SMILES,TrxR1 substrate,HP1b binding inh,mIDH1 inhibitor,Tb PGK inh,GLS inh,USP1 inh,TrxR1 inh,Pin1 inhibitor,PI4K2A inh
Cc1cc(C)c(NC(=O)C2CSCCS2)c(C)c1 (centres undefined),9%,31%,6%,-9%,-15%,-17%,14%,6%,8
Cc1ccc(C=C2C(=O)c3ccccc3C2=O)s1,-3%[57.1 µM],?,4%,?,-12%,-6%,-2%[57.1 µM],44%[activator],-53*
CCCC(=O)Nc1cc(OCC)c(NC(=O)NC2CCCCC2)cc1OCC,5%,23%,3%,-6%,12%,-20%,10%,3%,-3
COc1ccc(NC(=O)CN(C)C(=O)c2cc3c(s2)CCCCC3)cc1,-7%,9%,0%,8%,4%,1%,-8%,0%,0
Cc1cc(C)cc(N2CC(c3nc4ccccc4n3C)CC2=O)c1 (centres undefined),3%[57.1 µM],18%,-3%,i,0%,-7%,13%[57.1 µM],-6%,-6
O=[N+]([O-])c1ccc(/C=N/Nc2nc(-c3ccccc3)c3cc(Br)ccc3n2)o1,-4%,7%,-1%,0%,9%,-9%,-5%,10%,-2
COc1ccccc1C1C(C(=O)c2cc3ccccc3o2)=C(O)C(=O)N1c1cc(C)on1 (centres undefined),-10%,1%[57 µM],2%,-1%,6%,-11%,-4%,-14%,-7
Brc1ccc(/C=N/Nc2ccc3ccccc3n2)cc1,6%[57.1 µM],15%,4%,i,0%,-21%,20%[57.1 µM],?,1
COc1ccccc1Nc1nc(C2(C)CCC(=O)O2)cs1 (centres undefined),9%,2%,-7%,/,0%,-15%,21%,-1%,6
O=C(CCN1C(=O)[C@@H]2Cc3ccccc3CN2C1=O)N[C@H](Cc1ccccc1)C(=O)O,-11%,26%,-10%,5%,17%,25%,-20%,-17%,0
CN(CC(=O)Nc1ccc(F)cc1)C(=O)COC(=O)c1cccc(N(C)C)c1,-8%,7%,0%,i,19%,-11%,-18%,-1%,3
FC(F)(F)c1ccc2c3n(nc2c1)CCN=C3c1ccc(Cl)cc1,6%,0%,3%,-4%,-1%,-30%,4%,-4%,2
COc1ccc(/C=N/NC(=O)CNC(=O)c2ccc3c(c2)OCCO3)cc1OC,7%[57.1 µM],37%[activator],4%,5%,7%,-9%,9%[57.1 µM],-2%,1
Cc1noc(C)c1C(=O)N1CCN(c2ncccn2)CC1,1%,10%,13%,-3%,6%,-5%,-1%,2%,-7
Cc1cccc(NC(=O)C(C)OC(=O)CNC(=O)C2CCCCC2)c1 (centres undefined),/,/,-4%,8%,-2%,0%,/,/,3
Cc1oc2cc3oc(=O)c(CC(=O)N4CCCCC4)c(C)c3cc2c1C,-1%,6%,-11%,-3%,-7%,-7%,2%,0%,-16
CCOc1ccc(NS(=O)(=O)c2cc(Br)cc3c2N(C(=O)C2CC2)CC3)cc1,3%,31%[activator],-12%,9%,-4%,-26%,21%,11%,1
N#CCCSCc1ccc2oc(C(=O)O)cc2c1,-3%,28%,-1%,-8%,-15%,-1%,12%,-6%,-3
COCCNC(=O)CSc1nc2ccc(N3CCOCC3)cc2c(=O)n1Cc1ccc(OC)cc1,10%,31%,2%,1%,-2%,-15%,?,?,-11
C[C@H](CO)N1C[C@H](C)[C@@H](CN(C)S(=O)(=O)c2cccs2)OCc2cnnn2CCCC1=O,/,/,-7%,6%,13%,-16%,/,/,-7
CN(C)c1ccc(NC(=O)C2CCCN(S(=O)(=O)c3ccccc3)C2)cc1 (centres undefined),7%[57.1 µM],12%,2%,-5%,-5%,-22%,10%[57.1 µM],2%,5
O=C(NCCc1ccccc1F)c1cccc2cccnc12,1%,35%,0%,i,-9%,-25%,-6%,?,1
Cc1ccc(CNC(=O)c2ccc3nc(N4CCCCC4)sc3c2)cc1,4%,60%[activator],-17%,-4%,1%,-1%,3%,0%,1
CN1CCN(c2nc3c(c(=O)[nH]c(=O)n3C)n2Cc2ccccc2)CC1,3%[57.1 µM],33%,3%,i,-9%,-15%,6%[2.29 µM],0%,-4
COc1ccc(NC(=O)CSc2nnc(C)n2N)cc1S(=O)(=O)N1CCCCC1,3%,33%,0%,-5%,2%,-6%,11%,-9%,12
C/C(=N\Nc1ccc([N+](=O)[O-])cc1)c1ccc(-n2nncc2C(C)(C)C)cc1,5%,14%,2%,-3%,0%,-11%,7%[57.1 µM],6%,-25
COc1cc(/C=N/N(CCO)C2=NS(=O)(=O)c3ccccc32)cc(OC)c1OC,-4%,57%[activator],12%,-4%,5%,-27%,9%,-3%,14
CN(Cc1cn(-c2ccccc2)nc1-c1ccc2c(c1)OCO2)Cc1nccn1C,5%[57.1 µM],?,7%,1%,1%,1%,38%[0.0914 µM],1%,5
O=C(NCCN1CCOCC1)c1cc2ccccc2[nH]1,19%,27%,5%,-6%,-1%,-12%,-17%,-3%,-3
Cc1sc2c(c1C)c(=O)n(-c1ccc(Cl)cc1)c(=O)n2Cc1cc(=O)n2cc(Br)ccc2n1,-1%,28%,12%,-2%,-2%,1%,14%,4%,4
CC(Oc1ccc(Cl)cc1Cl)C(=O)OCn1nnc2ccccc2c1=O (centres undefined),-5%,46%[activator],1%,-8%,0%,-1%,6%,-10%,1
c1ccc(NNC2=NCCS2)cc1,4%[57.1 µM],?,11%,6%,?,-16%,9%[57.1 µM],-5%,-2
